EPAC1 agonist: agonists of human EPAC1 | EPAC1 agonist qHTS, biochemical assay; response scale: 100% = response to 6.5 mM cAMP | Potency, µM (series often up to 154 µM), inactives show at the highest dose activation, hits mostly activators | O95398 | 360,000 compounds, 0.073% hits; also: potency is read from the fitted curve at half-maximal effect; nearly all actives have a fitted effect of over 60% in size
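Compounds were pinned as a concentration titration into mixtures of EPAC1 (100 nM), BODIPY-GDP-loaded Rap1B (250 nM) and GDP (50 uM). After 5 min at room temperature, fluorescence was followed for 30 min; activity was scaled to 6.5 mM cAMP.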
WRN inhibitor: blocks human WRN helicase; Potency, µM (series often up to 114 µM), for the others: at the highest dose activity change, negative = inhibition, usual class: inhibitors; 360,000 compounds, 0.46% hits; WRN helicase unwinding, fluorescent forked duplex, kinetic; AID 651768; also: potency is read from the fitted curve at half-maximal effect; % is scaled to controls: 0 for no effect and ±100 for the full control effect; nearly all actives have a fitted effect of over 55% in size
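Kinetic fluorescence helicase assay: unwinding of a quenched forked DNA duplex (100 nM final) with 2 mM ATP final raises red fluorescence (525/598 nm). Compounds sat 15 min at room temperature with 20 nM WRN beforehand.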
EPAC1 antagonist: blocks human EPAC1 exchange factor; O95398; EPAC1 GEF assay, Rap1b-BODIPY-GDP exchange fluorescence; Potency, µM (series often up to 115 µM), for the others: at the top dose activity change, negative = inhibition, actives largely listed as inhibitors; 360,000 compounds, 0.14% hits; AID 720709;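 also: potency is read from the fitted curve at half-maximal effect; plate controls were vehicle for no effect and positive control for full effect; nearly all actives have a fitted effect of over 50% in size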
FUS yeast rescue: FUS proteinopathy suppression in yeast; S. cerevisiae FUS-expressing, growth rescue, OD600, 24 h; Potency, µM (titrated, usually from 76.6 µM), for inactives: at the highest dose growth rescue (activation), hits mostly activators; 390,000 compounds, 0.24% hits; AID 1347120;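 also: potency is read from the fitted curve at half-maximal effect; plate controls were DMSO vehicle for no effect and reference control for full effect; nearly all actives have a fitted effect of over 55% in size; some results filed as inactive show a strong effect at the top dose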
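Restored growth of FUS-toxic S. cerevisiae, read as 600 nm absorbance after 24 h at 30C in galactose medium (starting OD 0.005). Controls CP55940 and DMSO.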
Abeta rescue: restores growth of yeast expressing A-beta42 peptide | yeast expressing A-beta42, growth rescue, OD600, 48 h; response scale: 0% DMSO, 100% iron-clioquinol control | Potency, µM (highest dose often 46.1 µM), without a hit: top-dose growth rescue, usual class: activators | 410,000 compounds, 0.063% hits | AID 1347071; also: potency is read from the fitted curve at half-maximal effect; nearly all actives have a fitted effect of over 55% in size
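Yeast growth medium received pinned compounds, then yeast cells expressing toxic A-beta were added; plates incubated at 30 C for 48 hr. Growth read as absorbance at 600 nm, normalized to DMSO and equimolar FeCl3 plus clioquinol controls.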
IL-2 act: IL-2 activation; 360,000 compounds, 0.065% hits; AID 652025; IL-2 activation reporter assay, cell-based qHTS; stimulated with anti-CD3/CD4/CD28 beads; in transgenic mouse T cells; activation, % (series mostly up to about 46 µM); in the data active = activation above about 50%; inconclusive = mostly about 30% to 49%; also: 0% is about no effect
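Readout is EGFP and DsRed signal by fluorescent plate cytometry after 18 h at 37 degrees C. Transgenic mouse T cells (750/well) received compound for 60 min before bead stimulation (anti-CD3, anti-CD4, anti-CD28); memory T cells served as non-tolerant control.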
PLK1 PBD block: blocks phosphopeptide binding to human PLK1 polo-box domain. P53350. Plk1 PBD binding of FITC phosphopeptide, fluorescence polarization. Potency, µM, inactives show max response, negative = inhibition, hits mostly inhibitors. 360,000 compounds, 2.8% hits. AID 720504; also: potency is read from the fitted curve at half-maximal effect; series mostly up to about 57 µM; % is scaled to controls: 0 for no effect and ±100 for the full control effect; nearly all actives have a fitted effect of over 65% in size
Target sequence (P53350 whole entry, looked up, the tested form may be a part): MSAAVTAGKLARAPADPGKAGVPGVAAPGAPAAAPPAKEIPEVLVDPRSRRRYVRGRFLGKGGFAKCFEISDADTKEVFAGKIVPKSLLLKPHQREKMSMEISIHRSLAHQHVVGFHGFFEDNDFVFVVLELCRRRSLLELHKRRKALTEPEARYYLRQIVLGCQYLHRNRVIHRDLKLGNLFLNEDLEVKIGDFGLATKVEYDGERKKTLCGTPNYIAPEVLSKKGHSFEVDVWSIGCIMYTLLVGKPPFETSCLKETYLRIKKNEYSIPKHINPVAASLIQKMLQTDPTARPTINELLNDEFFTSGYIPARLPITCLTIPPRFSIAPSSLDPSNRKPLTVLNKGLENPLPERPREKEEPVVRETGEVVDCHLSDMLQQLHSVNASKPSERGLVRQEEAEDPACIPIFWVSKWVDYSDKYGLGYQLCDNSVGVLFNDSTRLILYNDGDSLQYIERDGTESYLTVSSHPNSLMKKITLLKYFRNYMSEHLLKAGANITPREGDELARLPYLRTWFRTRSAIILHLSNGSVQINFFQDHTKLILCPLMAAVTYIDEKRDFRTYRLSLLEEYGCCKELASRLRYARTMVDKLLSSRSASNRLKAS
aSyn yeast inh: inhibitors of alpha-synuclein toxicity in yeast; Yeast expressing alpha-synuclein, growth rescue, BacTiter-Glo, 24 h; 370,000 compounds, 0.14% hits; Potency, µM (series often up to 46.1 µM), for the others: at the highest dose growth rescue (activation), usual class: activators; AID 652106; also: potency is read from the fitted curve at half-maximal effect; % of control where 0% means no effect; nearly all actives have a fitted effect of over 65% in size
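Galactose-induced alpha-syn yeast (OD600=0.02, raffinose-pregrown) + pinned cpd, 24 hr, 30 deg C; growth by BacTiter-Glo luminescence. Growth restoration scores as activation.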
PI5P4Ka inh: blocks human PI5P4K alpha kinase activity | P48426 | PI5P4Kalpha enzyme, ADP-Glo luminescence, 60 min; hits give low values | max response, % | 330,000 compounds, 1.2% hits | AID 652105; active = max response of -50% or lower; inconclusive = between -30% and -50%; inactive = -30% or higher; also: value at the top dose of about 77 µM; % is scaled to controls: 0 for no effect and ±100 for the full control effect
Target sequence (P48426 whole entry, looked up): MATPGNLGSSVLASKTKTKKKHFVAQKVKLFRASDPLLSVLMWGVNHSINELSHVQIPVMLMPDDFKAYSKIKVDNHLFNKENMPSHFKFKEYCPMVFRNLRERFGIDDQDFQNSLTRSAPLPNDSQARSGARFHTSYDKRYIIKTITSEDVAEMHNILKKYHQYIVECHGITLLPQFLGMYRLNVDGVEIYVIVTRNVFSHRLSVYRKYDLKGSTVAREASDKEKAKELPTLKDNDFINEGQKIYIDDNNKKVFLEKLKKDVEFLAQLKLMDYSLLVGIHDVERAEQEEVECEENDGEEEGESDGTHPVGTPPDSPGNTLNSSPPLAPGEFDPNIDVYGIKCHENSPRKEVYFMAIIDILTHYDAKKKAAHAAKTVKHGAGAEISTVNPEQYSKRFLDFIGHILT
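Enzyme plus substrate dispensed, test compounds pinned in, then ATP (5 microM final) added. After 60 min at RT, ADP-Glo reagent 1 for 45 min and reagent 2 for 30 min preceded luminescence imaging.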
An asterisk follows results filed as active; ? = inconclusive; . = no result given; [ ] = remark or other dose. Unless noted, calls follow the shape of the dose curve; as a rule, active = well fitted curve in the direction sought with a large enough effect; inconclusive = small, poorly fitted or top-dose-only effect, or another doubt; inactive = no such curve, though single readings can be large; an effect the other way counts as inactive or inconclusive.

SMILES	EPAC1 agonist	WRN inhibitor	EPAC1 antagonist	FUS yeast rescue	Abeta rescue	IL-2 act	PLK1 PBD block	aSyn yeast inh	PI5P4Ka inh
CCC(C)C(NC(N)=O)C(=O)Nc1ccc(S(=O)(=O)Nc2ccc(OC)cc2)cc1 (stereo not drawn)	4.2%	-5.3%	6.8%	5.8%	-4.3%	6.3	-13.4%	-0.4%	3.2
CCN(CC)C(=O)C1=C(C)N(Cc2ccc(C(C)(C)C)cc2)C(=O)C(CC(=O)NC2CCCCC2)C1 (stereo not drawn)	-11.1%	2.1%	-3.2%	44.5%	2.6%	-3.6	0.8%	0.0%	0.7
O=C(CSc1nnc(-c2ccc3c(c2)OCCO3)o1)N1CCCC1	-3.2%	-20.1%	0.9%	?	14.8%[9.22 µM]	-1.2	?	-8.0%	?
c1ccc(SCCOCCn2cncn2)cc1	10.5%	4.8%	1.1%	-5.3%	-10.8%	0.4	-5.2%	-7.1%	0.6
Cn1c(=O)c2c(nc(Sc3ncccn3)n2Cc2ccccc2Cl)n(C)c1=O	0.2%	0.9%	16.3%	19.7%	-0.7%	-1.4	-5.3%	0.6%	.
C=CCN(c1ccc(Br)cc1C(=O)OC)S(C)(=O)=O	-1.6%	-9.3%	18.9%	-22.5%	-7.2%	0.0	-3.0%	0.4%	3.4
Cn1c(COc2ccccc2)nnc1SCC(=O)c1cccc([N+](=O)[O-])c1	-0.1%	-5.7%[57.1 µM]	2.2%	-4.2%	-16.3%	-2.1	-23.1%	-0.5%	.
O=C(CCc1ccccc1)NC(NC(=S)Nc1cccc(Cl)c1)C(Cl)(Cl)Cl (stereo not drawn)	0.8%	-11.4%	-7.5%	-10.0%	1.0%	-1.7	-7.1%	-6.1%	.
C[C@]12CC[C@H](O)CC1=CCC1C2CC[C@@]2(C)C1CC[C@@H]2NCc1ccccc1 (stereo partly drawn)	1.0%	10.0%	12.2%	-4.9%	-21.9%	-1.4	-7.0%	1.4%	-9.1
CCc1ccc(/C=C2\Oc3c(ccc(O)c3CN3CCN(CCO)CC3)C2=O)cc1	2.1%	1.9%	20.0%	11.0%	7.8%	5.7	-18.5%	2.9%	1.4
CCOc1ccc(N/C(C)=C/C(=O)c2ccc3c(c2)OCCO3)cc1	12.7%	-27.7%	-19.4%	12.6%	17.3%	1.0	-1.5%	2.6%	2.4
O=C(CN1C(=O)NC2(CCCCC2)C1=O)NCCc1ccc(Cl)cc1Cl	-2.0%	6.2%	-25.2%	13.9%	10.2%	-0.2	-3.8%	-6.3%	2.3
CCC(C)(C)n1nnnc1C(c1cc(OC)c(OC)c(OC)c1)N1CCN(c2ccccc2)CC1 (stereo not drawn)	19.8%	1.7%	-10.9%	-20.7%	-3.7%	-0.2	-2.4%	17.2%	-7.5
C=CCC[C@@H](Cc1ccc(F)cc1)C(=O)OC[C@@H](Cc1c[nH]c2ccccc12)NC(=O)[C@@H](CC=C)CC(=O)N[C@@H](CO)Cc1ccccc1	-23.8%	-4.4%	-0.3%	38.1%	-9.8%	0.5	-5.0%	-1.5%	5.1
COc1cccc(C2CC(c3ccc(C)cc3)Nc3nc(N)nn32)c1 (stereo not drawn)	-7.4%	2.7%	-13.9%	0.0%	0.5%	-0.9	-0.3%	0.4%	8.1
Cc1cccc(CN2CCN(Cc3cccc4nonc34)CC2CCO)n1 (stereo not drawn)	8.4%	-6.6%	9.2%	-9.0%	-4.6%	0.5	-13.2%	-2.7%	-14.2
COCC(=O)OCC(=O)c1cc(C)n(-c2ccc(Br)cc2)c1C	-0.9%	3.2%	-15.9%	-16.8%	-9.7%	-3.0	16.8µM*	3.7%	?
CC(=O)Nc1ccccc1NC(=O)C/C(C)=N/NC(=O)C(=O)Nc1cccc(Cl)c1C	-5.7%	4.7%	2.4%	-16.5%	-3.8%	0.3	2.6%	0.6%	0.4
COc1ccc(CNC(=O)Nc2ccc([N+](=O)[O-])cc2)cc1	-5.0%	-2.9%	-13.9%	-27.6%	4.8%	0.1	-7.6%	-4.2%	5.5
Cc1ccc2c(c1)S(=O)(=O)N(C)C(c1ccccc1)=C2	2.4%	1.2%	-7.0%	.	6.2%	0.9	2.0%	-22.1%	-2.6
Cc1ccc(S(=O)(=O)NCc2ccc(C(=O)NCCCN3CCN(C)CC3)cc2)cc1	-2.9%	-6.8%	5.8%	-14.1%	10.8%	1.7	7.3%	?	9.7
CC1CCN(C(=O)c2ccc(NC3=C(Cl)C(=O)N(Cc4ccccc4)C3=O)cc2)CC1	7.3%	0.6%	-1.0%	49.8%	20.3%	-0.8	-1.4%	?	3.8
CCc1cc(-c2cnnn2Cc2ccc3ccccc3c2)ccc1-c1cn(CC(C)C)nn1	-10.2%	2.8%	-12.7%	11.2%	1.2%	-3.7	-2.5%	2.0%	-1.1
Cn1c(SCc2ccc(C#N)cc2)nnc1-c1cccc(Cl)c1	10.2%	-2.9%	11.7%	20.7%	-5.4%	-0.2	-11.1%	-0.3%	-0.2
COc1cc(NS(=O)(=O)c2ccc(NC(=O)/C=C/C(=O)O)cc2)nc(OC)n1	4.2%	-21.7%	-0.2%	1.7%	10.8%	-0.5	-2.8%	7.7%	-12.8
COc1ccc(C(C)=O)cc1Cn1c(C)c(C(=O)NCc2ccc(C(C)C)cc2)sc1=O	4.1%	0.0%[57.1 µM]	-0.8%	41.9%	5.1%	-0.7	-1.2%	-12.3%	0.3
O=C(Nc1ccccc1C(F)(F)F)NC1CCCCCCC1	-0.5%	2.0%	11.1%	7.0%	7.9%	1.5	2.9%	-0.2%	.
CC(=O)OC(CC(=O)O)C[N+](C)(C)C (stereo not drawn)	-3.2%	-1.9%[57.1 µM]	-5.9%	-28.9%	8.3%	0.3	-2.7%	10.6%	-0.4
CCOCCCNC(=O)CNC(=S)N(Cc1ccc(C)cc1)Cc1ccco1	-1.2%	-4.5%	6.7%	17.2%	-2.3%	-0.2	-21.2%	5.6%	-0.8
CN(C(=O)c1cc2nc(-c3ccco3)cc(C(F)(F)F)n2n1)C1CCCCC1	6.0%	-6.8%	-5.6%	-10.4%	-10.9%	0.7	-2.2%	2.9%	.
Cc1nc2ccc(NS(=O)(=O)c3ccc(F)c(F)c3)cc2s1	0.1%	-2.5%	?	5.5%	-14.2%	-0.8	-15.5%	26.9%	0.0
O=C(O)C(c1ccccc1)C1(O)CCCC1 (stereo not drawn)	4.3%	6.8%	3.9%	-20.5%	-3.8%	-0.7	-6.3%	-10.4%	5.6
CCOC(=O)C(C(=O)OCC)c1cc(Br)c2noc3c2c1C(=O)c1ccccc1-3	?	?	-20.3%	3.5%	-17.5%	1.9	1.89µM*	-2.5%	-5.8
COCCCN(C(=O)c1cc(C)oc1C)c1c(N)n(CC(C)C)c(=O)[nH]c1=O	-10.6%	12.9%	3.5%	12.1%	-5.2%	0.3	-3.4%	2.1%[1.84 µM]	2.4
Cc1cccc(Cn2c(N3CCN(CCO)CC3)nc3c2c(=O)[nH]c(=O)n3C)c1	1.0%	-5.2%	?	-29.1%	-2.3%	-0.3	-10.6%	-4.2%	8.3
CN(C)C(CNS(=O)(=O)c1ccc(Cl)cc1)c1cccnc1 (stereo not drawn)	-4.3%	4.0%	?	5.0%	2.9%	-2.7	0.7%	-5.7%	4.6
O=C(CN1C(=O)NC2(CCc3ccccc32)C1=O)Nc1ccc(N2CCOCC2)cc1 (stereo not drawn)	9.0%	-10.0%	2.9%	24.3%	0.7%	-2.7	-8.5%	0.9%	0.3
Cc1ccc2cc(C#N)c(N3CCCN(S(=O)(=O)c4ccc(F)cc4)CC3)nc2c1	4.2%	-7.1%[57.1 µM]	4.4%	-4.8%	-11.3%	0.4	3.1%	-8.2%	.
CCN(CC)c1ccc(C(=O)OCC(=O)Nc2cc(C)on2)cc1	0.8%	-10.2%	-28.4%	2.3%	8.5%	-0.9	-3.1%	-3.1%	-3.3
CCOC(=O)N1CCN(c2c(N3CCN(c4cccc(C)c4C)CC3)c(=O)c2=O)CC1	-31.1%[inhibitor]	4.1%	11.1%	-12.2%	-16.3%	-4.0	-3.9%	-3.9%	4.7

Complete entries as entered above. Order of screens: EPAC1 agonist, WRN inhibitor, EPAC1 antagonist, FUS yeast rescue, Abeta rescue, IL-2 act, PLK1 PBD block, aSyn yeast inh, PI5P4Ka inh
`Cc1cccc(Cn2c(N3CCN(CCO)CC3)nc3c2c(=O)[nH]c(=O)n3C)c1` reads 1.0%, -5.2%, ?, -29.1%, -2.3%, -0.3, -10.6%, -4.2%, 8.3
`CCOC(=O)N1CCN(c2c(N3CCN(c4cccc(C)c4C)CC3)c(=O)c2=O)CC1` reads -31.1%[inhibitor], 4.1%, 11.1%, -12.2%, -16.3%, -4.0, -3.9%, -3.9%, 4.7
`O=C(CN1C(=O)NC2(CCc3ccccc32)C1=O)Nc1ccc(N2CCOCC2)cc1` (stereo not drawn) reads 9.0%, -10.0%, 2.9%, 24.3%, 0.7%, -2.7, -8.5%, 0.9%, 0.3
`CCN(CC)c1ccc(C(=O)OCC(=O)Nc2cc(C)on2)cc1` reads 0.8%, -10.2%, -28.4%, 2.3%, 8.5%, -0.9, -3.1%, -3.1%, -3.3
`O=C(O)C(c1ccccc1)C1(O)CCCC1` (stereo not drawn) reads 4.3%, 6.8%, 3.9%, -20.5%, -3.8%, -0.7, -6.3%, -10.4%, 5.6

Screens as filed in PubChem BioAssay.
